Compound activity: PubChem, The Scripps Research Institute Molecular Screening Center
GPR151 activ = activators of human GPR151, primary screen, cell-based, PathHunter beta-arrestin, luminescence; 1% of 650,000 active; PathHunter beta-arrestin GPR151 cells; activation, % at 11.2 µM; in the data active = activation above about 4.9%;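 note: 0% = median of compound wells and 100% = cells with positive control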
Target sequence (Q8TDV0 whole entry, looked up): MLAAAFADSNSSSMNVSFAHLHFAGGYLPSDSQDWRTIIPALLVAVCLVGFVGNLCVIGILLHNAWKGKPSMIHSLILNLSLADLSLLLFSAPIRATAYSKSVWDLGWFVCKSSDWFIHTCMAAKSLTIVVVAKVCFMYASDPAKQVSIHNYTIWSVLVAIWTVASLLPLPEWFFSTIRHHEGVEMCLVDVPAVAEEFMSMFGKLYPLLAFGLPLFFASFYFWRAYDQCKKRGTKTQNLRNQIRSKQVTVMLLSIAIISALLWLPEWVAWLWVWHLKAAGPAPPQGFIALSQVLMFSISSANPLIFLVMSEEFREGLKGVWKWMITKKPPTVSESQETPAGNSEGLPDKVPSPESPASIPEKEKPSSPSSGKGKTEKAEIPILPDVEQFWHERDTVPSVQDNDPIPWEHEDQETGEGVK
TEAD-YAP block = TEAD-YAP interaction inhibition, primary screen, TEAD-YAP interaction inhibitor project, luminescence, HEK-TIYL cells; inhibition, % at 9.12 µM; 1.4% of 640,000 active; TEAD-Gal4/YAP UAS-luciferase luminescence; in the data active = inhibition above about 32%;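 note: 0% = median of test compound wells and 100% = reference inhibitor wells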
FBW7 activator = FBW7 E3 ligase activators, primary screen, biochemical, AlphaScreen, human; F-box/WD repeat-containing protein 7 (Homo sapiens), Q969H0; AlphaScreen FBW7–phospho-cyclin E peptide binding, activator screen; normalized activity (activation), % at 26.1 µM; 0.13% of 650,000 active; in the data active = normalized activity above about 1.9%;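 note: purified mutant Fbw7 with reduced substrate affinity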
MITF inh = MITF inhibitors, primary screen, biochemical, AlphaScreen, human; AlphaScreen MITF homodimerization, bead proximity signal; 0.91% of 650,000 active; Microphthalmia-associated transcription factor (Homo sapiens), O75030; AID 1259374, 2018; inhibition, % at 2.6 µM; in the data active = inhibition above about 50%;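 note: 0% = vehicle wells with protein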
Target sequence (O75030 whole entry, looked up): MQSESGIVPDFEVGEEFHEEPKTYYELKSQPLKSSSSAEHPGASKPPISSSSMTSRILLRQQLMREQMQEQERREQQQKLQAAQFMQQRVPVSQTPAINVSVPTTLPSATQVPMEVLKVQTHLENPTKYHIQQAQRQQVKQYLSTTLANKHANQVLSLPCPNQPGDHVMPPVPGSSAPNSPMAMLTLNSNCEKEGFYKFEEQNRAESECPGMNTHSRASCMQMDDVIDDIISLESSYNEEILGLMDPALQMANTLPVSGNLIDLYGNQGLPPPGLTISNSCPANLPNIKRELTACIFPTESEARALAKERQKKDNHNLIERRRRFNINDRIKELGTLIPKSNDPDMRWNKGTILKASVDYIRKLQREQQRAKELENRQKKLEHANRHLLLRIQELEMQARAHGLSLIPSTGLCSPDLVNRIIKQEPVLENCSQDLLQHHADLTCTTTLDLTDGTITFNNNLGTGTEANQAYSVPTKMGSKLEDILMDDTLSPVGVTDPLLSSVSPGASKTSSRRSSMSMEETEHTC
Active calls of the source: *. This is a random part of the collection; 3.4% or so of the library scored in one or more.

The line under a structure holds: GPR151 activ, TEAD-YAP block, FBW7 activator, MITF inh
> Cc1c(Br)c([N+](=O)[O-])nn1C(C)C(=O)Nc1ccccc1C(F)(F)F (configuration not stated)
    -0.6, 0, -0.1, -7
> CCC(C)NC(=O)CNC(=O)Cn1cnc2sc3c(c2c1=O)CCCC3 (configuration not stated)
    0.7, 6, -0.1, -12
> CC(C)(C)SCCNC(=O)CN(c1ccccc1F)S(C)(=O)=O
    2.1, 1, 0.0, 1
> COc1nc(NCCCN2CCCC2=O)nc(-c2ccc(C(=O)N3CCN(C)CC3)cc2)n1
    3.0, 4, 0.1, 2
> c1cc(-c2nc(Nc3ccc4[nH]ncc4c3)c3ccncc3n2)ccn1
    -0.2, 10, 1.4, 0
> COC1CCCC(C(=O)N2CCC[C@H]2Cn2nc(-c3ccc(F)cc3)ccc2=O)C1 (some centres not stated)
    -0.9, 4, 0.1, 0
> FC(F)(F)Oc1cccc(-c2cc(Nc3ccc(OCCN4CCCCC4)cc3)ncn2)c1
    0.4, -11, 0.3, 7
> O=S(=O)(NCC(c1ccco1)S(=O)(=O)c1ccccc1)c1cccs1 (configuration not stated)
    -0.2, -1, 0.5, 1
> O=C(NCc1ccncc1)C1(c2cccs2)CCOCC1
    0.0, -2, 0.2, -2
> O=C(Cn1c(=O)[nH]c2ccsc2c1=O)N(Cc1ccccc1)Cc1ccccc1
    0.0, 1, 0.1, 15

Part of the list above, set out differently:
CC(C)(C)SCCNC(=O)CN(c1ccccc1F)S(C)(=O)=O
  GPR151 activ: 2.1; TEAD-YAP block: 1; FBW7 activator: 0.0; MITF inh: 1
COc1nc(NCCCN2CCCC2=O)nc(-c2ccc(C(=O)N3CCN(C)CC3)cc2)n1
  GPR151 activ: 3.0; TEAD-YAP block: 4; FBW7 activator: 0.1; MITF inh: 2
c1cc(-c2nc(Nc3ccc4[nH]ncc4c3)c3ccncc3n2)ccn1
  GPR151 activ: -0.2; TEAD-YAP block: 10; FBW7 activator: 1.4; MITF inh: 0
COC1CCCC(C(=O)N2CCC[C@H]2Cn2nc(-c3ccc(F)cc3)ccc2=O)C1 (some centres not stated)
  GPR151 activ: -0.9; TEAD-YAP block: 4; FBW7 activator: 0.1; MITF inh: 0

The list continues:
The line under a structure holds: GPR151 activ, TEAD-YAP block, FBW7 activator, MITF inh
> CCOC(=O)C1CCN(C(=O)c2ccc(CNS(=O)(=O)c3ccc(F)cc3)cc2)CC1
    0.3, 2, 0.0, 4
> COc1ccc(C(=O)NC(C(C)C)C(C)C)cc1OC
    1.1, 7, -0.2, 4
> N#Cc1c(-n2ncnc2-c2ccc3c(c2)OCO3)sc2c1CCCC2
    1.9, -2, 0.2, 7
> O=[N+]([O-])c1c(Cl)ccc2nc(-c3ccccc3)c(-c3ccccc3)nc12
    0.5, 3, 0.0, -12
> N#CC1=C(SCC(=O)Nc2nccs2)NC2=C(C(=O)CCC2)C1c1ccco1 (configuration not stated)
    2.8, 1, 0.3, 3
> CCCN(CCC)C(=O)C(=O)N(CCC)CCC
    0.4, -1, -0.1, 1
> CC1CCCN(c2ncnc3c2c(-c2ccccc2)cn3-c2ccc(Cl)cc2)C1 (configuration not stated)
    0.9, 1, -0.3, -4
> CC(=O)C1=C(O)C(=O)NC1c1cccnc1 (configuration not stated)
    -0.5, -4, -0.3, 9
> Cc1ccc(S(=O)(=O)NCC(=O)OC(C)C(=O)NC(=O)NC2CCCCC2)cc1C (configuration not stated)
    2.4, -3, 0.7, 4
> CCCCOc1ccc(NC(=O)CSc2nc3ccc(NC(=O)c4ccccc4Cl)cc3s2)cc1
    -0.1, -10, 0.1, -27
> CN1CCC(NC(c2ccccc2)c2ccccc2)CC1
    0.1, -6, 0.0, -11
> O=C1Nc2c(S(=O)O)cc(S(=O)O)c3cccc1c23
    2.2, 3, 0.0, 6
> CC1CN(c2ccccc2)CCN1C(=O)CCc1nnc(Cc2c[nH]c3ccccc23)o1 (configuration not stated)
    0.2, 16, -0.2, 2
> CCc1ccc(NC(=O)CCS(=O)(=O)c2ccc3c(c2)n(C)c(=O)c(=O)n3C)cc1
    0.1, 9, 0.1, -1
> COc1ccc2cc(-c3csc(NC(C)=O)n3)c(=O)oc2c1
    -0.3, -14, 0.0, 2
> Cc1cccc(OC(=O)C2C(c3ccccc3)C(C(=O)O)C2c2ccccc2)c1 (configuration not stated)
    1.3, 7, 0.1, 0
> O=C(NCC1CCCO1)c1sc2cccc(Cl)c2c1Cl (configuration not stated)
    -1.2, -31, -0.1, -5
> COC(=O)CNC(=O)c1ccc(COC(C)=O)cc1
    -0.8, -4, 0.1, 2
> O=C1c2cccc3cccc(c23)C(=O)N1CC1CCN(CC(O)COc2ccc(Cl)cc2)CC1 (configuration not stated)
    -1.1, -5, -0.1, 7
> O=[N+]([O-])c1cc(SC2CCCCC2)c2c(C3OCCO3)noc2c1
    -0.6, -8, 0.0, 2
> COc1ccc(-c2nc(N)c3ncn(CCN4CCCC4=O)c3n2)cc1
    -1.0, -3, -0.1, 2
> Cc1ccc(C)c(NC(=S)Nc2cccnc2)c1
    -1.2, -8, 0.1, 24
> O=C(Nc1nncs1)c1ccc(Cl)cc1Cl
    -0.1, -10, -0.1, 1
> Cc1cc(C)cc(NC(=O)c2sc3nc(SCc4cccc([N+](=O)[O-])c4)n(CCc4ccccc4)c(=O)c3c2C)c1
    0.6, 1, -0.1, -2
> CC1=C(C(=O)OCC(C)C)C(c2ccccc2[N+](=O)[O-])N2C(=O)CCSC2=N1 (configuration not stated)
    -0.2, 5, -0.1, 15
> COC(=O)c1ccc(NC(=O)C2CC(=O)N(CCc3ccccc3)C(=Nc3ccc(Cl)cc3)S2)cc1 (configuration not stated)
    -0.3, -7, 0.1, 13
> Cc1nn(COC(=O)c2ccccc2Br)c(C)c1Sc1ccc(Br)cc1
    -2.0, -2, 0.3, 26
> NC(=O)c1c(NC(=O)CSc2nnc(C(F)(F)F)n2N)sc2c1CCCC2
    -0.2, 1, 0.0, 4
> Cn1cc(CN2CCCC(CNC(=O)c3cccc(C(F)(F)F)c3)C2)cn1 (configuration not stated)
    1.4, 9, 0.0, -1
> Cc1nc(N2CCCCC2)c2c(C)c(C(=O)Nc3cc(C)on3)sc2n1
    -0.6, 2, -0.1, -4

Record cards, from the list above:
O=C(Nc1nncs1)c1ccc(Cl)cc1Cl as listed: GPR151 activ: -0.1; TEAD-YAP block: -10; FBW7 activator: -0.1; MITF inh: 1
NC(=O)c1c(NC(=O)CSc2nnc(C(F)(F)F)n2N)sc2c1CCCC2 as listed: GPR151 activ: -0.2; TEAD-YAP block: 1; FBW7 activator: 0.0; MITF inh: 4
Cc1cc(C)cc(NC(=O)c2sc3nc(SCc4cccc([N+](=O)[O-])c4)n(CCc4ccccc4)c(=O)c3c2C)c1 as listed: GPR151 activ: 0.6; TEAD-YAP block: 1; FBW7 activator: -0.1; MITF inh: -2

Other results follow.
mol | GPR151 activ | TEAD-YAP block | FBW7 activator | MITF inh
O=C(CCN1CCN(c2ccccc2)CC1)Nc1ccc(Br)cc1 | 0.9 | -2 | -0.2 | 5
O=C(CSCc1ccccc1)Nc1ccccc1Cl | 1.0 | -8 | 0.2 | 3
Cc1cc(C)cc(OCCCOc2ccc(/C=C3/C(=N)N4C=CSC4=NC3=O)cc2)c1 | -0.1 | 1 | 0.4 | 22
CC(=O)c1ccc(NC(=O)CCSc2ccc(F)cc2)cc1 | 3.4 | -83 | -0.2 | -4
CCOC(CNC(=O)CCNC(=O)c1ccc(C(C)(C)C)cc1)OCC | 0.2 | 18 | 0.0 | -4
Cc1c(NC(=O)c2ccccc2F)cccc1-c1nc2ccccc2s1 | -0.7 | -11 | 0.1 | 3
CSc1nnc(CSc2nc(C)cc(C)n2)n1C | 1.4 | -14 | 0.1 | 6
COc1ccc(CCNC(=O)CSCC(=O)NCc2ccc(Cl)cc2)cc1 | 0.8 | 0 | 0.0 | -4
Cc1cc([N+](=O)[O-])ccc1NC(=O)c1csc(C)c1C | -0.2 | -47 | 0.1 | 10
COC(=O)c1cc(S(=O)(=O)Nc2ccc(C)cn2)cn1C | -0.6 | -8 | -0.1 | -4
CC(=O)c1ccc(-c2cc(F)cc3c2OC(CNC(=O)CN2CCCC2)C3)s1 (configuration not stated) | -0.6 | 10 | 0.3 | -3
COc1c(-c2cc(-c3ccccc3)n[nH]2)c(O)c(OC)c2occc12 | 0.2 | -6 | -0.3 | 14
O=C(COC(=O)CN1C(=O)C2CCCCC2C1=O)Nc1cccc(F)c1 (configuration not stated) | 0.8 | 1 | 0.1 | 17
CS(=O)(=O)N(CC(=O)NC1CCCCCC1)c1cccc(C(F)(F)F)c1 | -0.6 | 8 | -0.2 | -13
CCc1ccc(C(=O)Nc2cccc(C)c2N2CCC3(CC2)OCCO3)o1 | 1.1 | 3 | 0.1 | 6
COCCCNC(=O)/C(C#N)=C/c1c(Oc2ccc(OC)cc2)nc2c(C)cccn2c1=O | 0.4 | 12 | 0.2 | 12
COc1ccc(C(=O)N(CCCCN2C(=O)c3ccccc3C2=O)c2ccc(C)cc2)cc1 | 1.2 | 4 | -0.2 | 1
CC1CN(CCC(=O)N2CCC(O)(c3cccnc3)CC2)Cc2ccccc2O1 (configuration not stated) | 0.8 | -1 | 0.4 | 13
Cc1ccc(C)c(NC(=O)CN(c2ccc3c(c2)OCO3)S(C)(=O)=O)c1 | 0.6 | -4 | -0.2 | 0
CCSc1nc2scc(C(F)(F)F)n2c(=O)c1C(=O)Nc1ccccc1SC | 0.1 | 4 | -0.2 | 10
CCOc1cc(NC(=O)c2cccs2)c(OCC)cc1NC(=O)c1ccccn1 | -0.2 | 1 | 0.0 | 2
CCc1ccc(NC(=O)CCS(=O)(=O)c2ccc3c(c2)OCC(=O)N3)cc1 | 0.0 | 6 | 0.1 | 14
Cc1cccc(-c2cc(N)n(-c3ccccc3)n2)c1 | -4.1 | -44 | 0.1 | 7
NC(=O)N/N=C/c1ccc(-n2nncc2C23CC4CC(CC(C4)C2)C3)cc1 | 1.4 | -10 | 0.1 | -6
O=C(NC1CCCCC1)c1cc2cc(Br)ccc2oc1=O | 0.7 | 4 | -0.3 | -31
CCSc1nnc(NC(=O)c2ccc(C)c(C)c2)s1 | -0.3 | -26 | 0.2 | -4
COc1cccc2ccc(CN3CCN(C4CCN(C(C)C)CC4)C(CCO)C3)nc12 (configuration not stated) | 9.0* | -3 | -0.2 | -2
Nc1c(C(=O)Nc2ccc(Br)cc2)sc2nc3c(c(-c4cccs4)c12)CCCC3 | 0.9 | -8 | 0.0 | 5
COc1cc(/C=C2/SC(N3CCOCC3)=NC2=O)ccc1OCc1ccccc1 | -0.1 | 4 | -0.7 | 13
CC(=O)N(CCN(C(C)=O)c1cccc(C)c1)c1cccc(C)c1 | 1.8 | -2 | -0.1 | 4
COc1ccccc1OC(=O)COc1ccc([N+](=O)[O-])cc1 | 0.8 | -7 | 0.0 | -11
Cc1ccc(C)c(Cn2c(C(=O)O)c(CNCC(C)c3ccccc3)c3ccccc32)c1 (configuration not stated) | 0.2 | 13 | 0.0 | 14
COc1ccc(CCN2CCC(NCCN3CCCC3)CC2)cc1 | 1.2 | 1 | 0.0 | -9
Cc1sc(NC(=O)Cc2ccccc2[N+](=O)[O-])c(C(N)=O)c1C | -0.2 | -6 | 0.0 | 9
CN(C)CCNC(=O)C(=O)NCC1OCCN1S(=O)(=O)c1ccc(Cl)cc1 (configuration not stated) | -1.7 | 7 | 0.5 | 4
CCC/C=N/NC(=O)c1ccc(F)cc1 | 1.8 | -29 | 0.1 | 19
CC(=O)Nc1ccccc1C(=O)OCc1nnc(-c2ccccc2)o1 | 0.4 | 0 | 0.6 | -2
COCCNC(=O)c1cc2c(s1)CS(=O)(=O)C2 | -0.2 | -4 | 0.2 | 6
C/C=C/c1ccc(Oc2nc(C)nc3sc4c(c23)CCCC4)c(OC)c1 | -0.1 | -1 | 0.6 | 2
Cc1cccc(C(=O)CC(=O)c2ccccc2O)c1 | -1.5 | -18 | -0.1 | -20
CN(C)S(=O)(=O)c1ccc(NC(=O)c2cc(F)c(F)c(F)c2F)cc1 | -0.1 | 22 | 0.2 | 4
Cc1cccc(/C=C2\N=C(c3ccc(F)cc3)OC2=O)c1 | -1.1 | 2 | 1.0 | 21
CCOc1ccc(C2C(C(=O)c3ccc(C)cc3)=C(C(=O)OC)Nc3nnnn32)cc1 (configuration not stated) | -0.4 | 5 | 0.1 | -1
Cc1ccc(/C(O)=C2\C(=O)C(=O)N(CCN(C)C)C23C(=O)N(C)c2ccccc23)cc1F (configuration not stated) | 1.5 | 4 | 0.0 | 1
COc1ccccc1NC(=S)NCc1cccs1 | -1.8 | 5 | 0.1 | 13
COc1ccc(N2C(=O)N(Cc3ccccc3)c3ccccc3S2(=O)=O)cc1 | 0.5 | -8 | -0.1 | -5
CC1CCCC(NC(=O)Cn2cnc3sc4c(c3c2=O)CCCC4)C1C (configuration not stated) | 1.1 | 4 | 0.0 | 10
Cc1ccc(NC(=O)c2ccccc2[N+](=O)[O-])c(C)c1 | 1.2 | 5 | 0.4 | 14
O=C(NCCC1CCCC1)C(=O)NC1CC1 | 1.1 | -6 | 0.3 | 10
C=CCOc1ccc2ccccc2c1CNCC1CCCO1 (configuration not stated) | -0.3 | 9 | 0.3 | 7
CCOc1ccc(Br)cc1C(=O)N/N=C/c1cc([N+](=O)[O-])ccc1O | -0.9 | 14 | 0.4 | 15
COc1ccc(NC(=O)c2nn(-c3ccccc3OC)c(=O)c3ccccc23)c(OC)c1 | -0.4 | -11 | -0.1 | 1
